# Source: PubChem BioAssay
# HSF1 inh – HSF1 inhibition. NIH3T3-HGL HSE-luciferase, MG132-induced, luminescence 8 h; stronger effect = lower value. activity change, negative = inhibition, % at 7.5 µM (by protocol). 0.77% of 300,000 active;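 active = more than half of replicate wells show activity change below -50%, luminescence cut by over half; inconclusive = some wells, but at most half, below -50%; inactive = no replicate well below -50%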;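 also: luciferase reports HSF-1 transcriptional activity via heat shock element; 0% = median of DMSO wells and -100% = zero luminescence signal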
# aSyn UTR inh – 5' untranslated region of α-synuclein, MLPCN primary screen | alpha-synuclein 5'UTR reporter, inhibitor activity | inhibition, % (tested at 7.5 µM) | 0.82% of 300,000 active | AID 1813; in the data active = inhibition above about 60%; inconclusive = no clear call, values can overlap the other calls;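 also: H4 neuroglioblastoma cells stably carrying SNCA 5'UTR luciferase fusion; 0% = DMSO wells and 100% = positive control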
# KLF5 inhibitor – kruppel-like factor 5 inhibition. DLD-1 KLF5 promoter-luciferase reporter, luminescence. inhibition, % at 5 µM. 0.23% of 290,000 active. AID 1700;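 active = inhibition above a per-plate limit of that plate's mean compound inhibition plus 3 SD, cut at about 60% in these data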;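 also: 0% = DMSO wells and 100% = LY294002 at 200 µM; higher means less KLF5 promoter-driven luciferase light; inactives centre near -14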
# HSF1 activator – increases HSF-1 driven luciferase reporter signal | NIH3T3-HGL HSF-1 luciferase reporter, MG132, 8 h; 100% = twice DMSO control signal | activation, % at 9 µM | 1.7% of 300,000 active | AID 504408;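 active = mean replicate activation of at least 50% with a set share of replicates each reaching 50%; inconclusive = only one of those two conditions met; inactive = mean below 50% and too few replicates reaching it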;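 also: 0% = median of the neutral control wells and 100% = twice that signal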
# Platelet DG rel – platelet dense granule release activity; human platelet-rich plasma, SFLLRN dense granule ATP release, luminescence; inhibition, %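 (compounds screened at 7.5 µM in platelet-rich plasma)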; 0.22% of 300,000 active; AID 1663;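 active = mean replicate score, as percent of positive control, at or above 50; inconclusive = mean below 50 but at least one replicate at or above 50; inactive = mean and every replicate below 50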
# IEC-6 tox – kills IEC-6 intestinal cells in KLF5 counter-screen; AID 1825; IEC-6 cytotoxicity, luminescence viability; inhibition, % at 5 µM; 0.78% of 290,000 active; in the data active = inhibition above about 22%;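 also: 0% = plate median of test compound wells and 100% = cytotoxic reference compound wells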
# AI-2 QS modul – modulates the Vibrio harveyi AI-2 quorum sensing system; Vibrio harveyi JMH597 AI-2 luminescence/OD600 ratio, 9 h; stronger effect = lower value; strain lacks LuxN and CqsS sensors; 0 = neutral-control median; activity change, % at 7.5 µM; 0.4% of 300,000 active; AID 2094; in the data active = activity change below about -75%, passing the limit was not always enough; inconclusive = no clear call, values can overlap the other calls;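 also: luminescence divided by OD600 gain over 9 h not by final OD600 alone; inactives centre near 13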
# HSP90 inh – HSP90 refolding inhibition in rabbit reticulocyte lysate | AID 1789 | inhibition, % at 5.6 µM | luciferase refolding luminescence, 3 h | 0.91% of 290,000 active;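 active = inhibition above the screen-wide mean plus 3 SD, computed separately per campaign, cut at about 16% in these data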;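 also: 0% = DMSO wells and 100% = 60 µM geldanamycin wells; inhibitors lower the luminescence because luciferase stays unfolded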
# SKKanGAS inh – SKKanGAS growth inhibition; S. pyogenes SKKanGAS, kanamycin growth, BacTiter-Glo, 6 h; 1.3% of 300,000 active; inhibition, % at 7.5 µM; AID 1662;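 active = mean replicate score, as percent of positive control median, at least 50; inconclusive = mean below 50 but one replicate at or above 50; inactive = mean and every replicate below 50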;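 also: strain carries kanamycin resistance gene driven by streptokinase promoter and grows in 40 µg/ml kanamycin; loss of luminescence reflects streptokinase promoter inhibition or plain growth inhibition; 0% = median of DMSO wells and 100% = positive control at its reference dose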
# HIF activator – HIF pathway transcriptional activation; U2OS HRE-luciferase reporter, luminescence; normalized: DMSO 0%, desferrioxamine 100%; activation, % at 7.5 µM (by protocol); 0.32% of 300,000 active;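 active = mean activation of at least 10% of the iron chelator positive control signal, with at least half of replicates also reaching 10%; inconclusive = mean and replicate majority disagree about reaching 10%; inactive = mean and most replicates under 10%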
# * = called active by the depositor; ? = inconclusive; . = no result given.
SMILES,HSF1 inh,aSyn UTR inh,KLF5 inhibitor,HSF1 activator,Platelet DG rel,IEC-6 tox,AI-2 QS modul,HSP90 inh,SKKanGAS inh,HIF activator
CCOCCn1c(SCc2ccc(F)cc2)nc2c1c(=O)[nH]c(=O)n2C,5.4,16.7,-3.0,-3.3,-1.6,-4.6,19.1,1.8,-3.6,-0.1
Cc1ccc2[nH]cc(C(=O)CN3CCN(c4ccccc4F)CC3)c2c1,4.4,-23.6,-10.6,3.6,0.8,4.5,14.2,0.6,0.9,-0.1
Cc1ccsc1C(=O)N1CCN(S(=O)(=O)c2cccs2)CC1,-3.4,-1.4,-8.8,-12.3,1.3,-6.7,6.4,-1.5,-0.5,-0.5
O=C(O)c1ccc(-n2nnc3ccccc32)c([N+](=O)[O-])c1,-4.3,-12.9,-52.7,4.8,6.5,1.6,15.6,-1.6,-4.9,0.4
CCOc1ccc(CC(=NCCc2ccccc2)C2=C(O)CC(C)(C)CC2=O)cc1OCC,-0.4,18.2,11.4,13.8,-7.9,-0.3,23.0,3.5,-3.0,-0.5
O=C(CN1C(=O)COc2ccc(S(=O)(=O)N3CCCCC3)cc21)NCc1ccccc1Cl,?,-13.1,-6.3,-36.9,-7.8,7.1,-1.8,0.7,-2.6,-0.2
CC(C)=C1C2CCC1C1C(=O)N(c3nc(-c4ccccc4)c(C)s3)C(=O)C21 (stereo unspecified),19.9,-7.1,-19.1,74.1*,-15.0,-1.4,30.9,-1.1,-12.9,-0.3
CCOc1ccc(/C(O)=C2/C(=O)C(=O)N(CCOCCO)C2c2ccccn2)cc1 (stereo unspecified),-5.0,-0.7,4.3,-0.7,1.5,-3.1,12.7,-2.4,1.0,1.1
CCCc1cc(Nc2cccc(OC)c2)n2ncnc2n1,-5.0,13.4,-4.4,2.8,-1.9,-1.1,12.8,2.5,-0.5,0.3
O=C(Nc1ccc2c(c1)OCCO2)c1cccc(Cl)c1,30.2,-225.2,-168.8,22.9,4.5,-7.5,24.6,2.6,0.5,-8.6
O=C(NCc1ccco1)c1cc(-c2cccnc2)nc2ccc(Cl)cc12,10.4,-26.4,-25.9,2.9,4.1,2.8,13.9,-0.5,5.3,-0.1
COc1ccccc1C(=O)Nc1ccc(S(=O)(=O)N(C)c2ccccc2)cc1,13.7,-55.9,.,21.2,16.7,.,4.3,.,4.8,0.6
Cc1cc(C)c2c(NC(=O)C3CC3)nn(C)c2n1,24.8,2.5,-32.8,56.3*,6.6,1.4,11.8,-3.8,6.1,-0.5
O=C(CO/N=C/c1ccccc1O)N1CCc2ccccc21,15.1,-66.9,6.2,-7.9,-0.7,5.8,17.5,-1.7,1.7,3.0
CC(=O)CC(C)(C)S(=O)(=O)c1ccc(NC(C)=O)cc1,-7.7,12.9,-54.8,16.1,-0.8,-4.2,3.1,-4.2,0.6,-0.4
Cc1ccsc1/C=N/n1c(-c2ccccc2)n[nH]c1=S,2.2,13.1,12.0,0.5,-0.1,2.7,15.1,3.0,1.4,-0.2
O=C(NCc1cccc(CNC(=O)c2ccco2)c1)c1ccco1,-1.2,-18.3,-41.2,-4.0,-4.9,-13.5,53.9,-0.8,-0.2,0.0
O=C(C1CCN(S(=O)(=O)c2ccccc2)CC1)N1CCN(Cc2ccccc2)CC1,-8.2,-1.8,-22.0,-4.1,-2.6,-23.3,8.6,-6.8,5.7,-0.4
COc1cccc(OCc2cc(C(=O)N3CCN(C(C)=O)CC3)no2)c1,-6.3,8.8,-77.0,-3.0,-17.4,-7.7,109.4,-1.5,-10.9,-0.6
CC(=O)c1ccc(N2Cc3ccccc3C2)cc1,26.3,-30.1,-124.8,?,0.1,-2.5,.,1.3,0.5,-8.4
Cc1ccc(C)c(S(=O)(=O)NCCOc2nc(NC(C)C)nc(NC(C)C)n2)c1,-1.2,-26.4,-41.8,-6.8,0.7,-0.2,15.4,0.1,-1.5,-0.5
Cc1cc(=O)n(C(NC(=O)c2ccccc2)C(=O)c2ccccc2)cn1 (stereo unspecified),-5.5,-84.1,-44.7,-1.7,6.1,5.8,11.6,4.9,-10.5,0.2
Nc1ccc2nn(-c3ccc(Cl)cc3)nc2c1,-0.3,-27.3,97.7*,14.9,3.2,9.7,4.0,-1.7,1.5,1.0
COc1ccc(-n2c(SC)nc(O)cc2=O)cc1,-3.2,-13.2,-21.8,-3.8,7.3,-0.2,10.4,-2.1,9.1,0.3
CN(C1CCCCC1)S(=O)(=O)c1cccc(C(=O)Nc2ccccn2)c1,0.3,0.6,.,7.2,0.0,.,.,.,0.7,0.1
O=c1cc(Cl)[nH]c(=O)n1Cc1ccc(F)cc1,0.1,-86.9,-23.6,-2.1,-7.9,2.0,11.4,8.6,-8.6,-1.7
Cc1ccc(CN=c2c([N+](=O)[O-])nn(-c3cccc(Cl)c3)n2O)cc1,6.0,-10.0,-19.0,1.1,-1.4,-2.0,19.1,0.1,3.4,-0.4
O=C(/C=C/c1ccccc1)NCCc1c[nH]c2ccccc12,3.0,-111.2,.,10.2,10.9,.,-39.9,.,4.9,0.0
COC(=O)CC1C(=O)NCCN1C(=O)c1sc2ccccc2c1Cl (stereo unspecified),-2.0,-8.8,-17.6,3.2,-3.1,1.4,6.5,6.2,0.6,-0.1
COc1cc2nc(SCc3c(C)noc3C)n(CCC3=CCCCC3)c(=O)c2cc1OC,6.1,16.0,6.5,18.2,1.9,-3.5,14.4,-0.7,6.7,0.1
Cc1c(C)n2c(SCC(=O)NC3CCCC3)nnc2[nH]c1=O,-3.4,6.0,.,-15.2,24.6,.,-14.9,.,-1.7,0.2
COc1ccc(-n2cc(-c3ccccc3)c3c(NCCCN4CCOCC4)ncnc32)cc1,2.9,16.9,-9.1,-10.2,-5.9,-0.5,-6.5,3.6,3.2,0.4
COCCOC(=O)C1=C(C)OC(N)=C(C#N)C1c1ccc2c(c1)OCO2 (stereo unspecified),7.4,-10.9,3.4,2.5,-3.1,-1.7,16.7,1.1,3.9,0.1
O=C(NCc1cccnc1)c1cc2ccccc2oc1=O,-4.1,-36.3,-13.8,23.1,-4.9,-4.4,8.1,1.2,2.3,0.7
Cc1cc(SCC(=O)N/N=C/c2ccc(C(=O)O)cc2)nc2ccccc12,4.8,-21.6,-39.2,4.9,-8.0,0.6,4.0,2.2,4.0,-26.3
Nc1nc(Nc2ccccc2)nc(N2CCCC2)c1[N+](=O)[O-],32.4,-81.5,1.1,40.7,-2.5,1.3,23.6,0.2,1.2,7.9
Cc1ccccc1OCC(=O)NS(=O)(=O)c1ccc(Cl)cc1,0.6,-12.2,-49.6,-4.2,-11.5,-5.2,-9.1,-1.3,-8.5,0.3
Clc1ccc(CNCCC2=CCCCC2)cc1,-4.0,14.6,-0.2,18.0,-0.4,2.4,22.1,-1.6,1.5,-0.5
COc1ccccc1NC(=S)NC(=O)C(C)(C)C,6.1,3.2,-15.1,3.5,-2.1,-0.2,-9.3,-0.1,0.5,0.2
Cc1cccc(C)c1OC(=O)CN1C(=O)c2ccccc2C1=O,3.3,-6.3,-40.8,3.0,2.5,-3.3,8.1,0.1,13.1,-11.1
Cc1c(CN(C)C(=O)CSc2nc(-c3ccco3)cc(C(F)(F)F)n2)cnn1C,-1.9,14.3,-7.3,2.4,-35.3,-1.1,1.2,2.8,-2.4,0.5
COc1ccccc1-n1ccnc(SCC(=O)NCCc2ccccc2)c1=O,7.4,-20.5,.,-0.3,6.2,.,20.9,.,11.6,-0.8
CC(CC(=O)NC1CCCCC1)S(=O)(=O)c1ccc2c(c1)CCN2C(=O)C1CC1 (stereo unspecified),-2.2,14.2,-11.5,12.8,0.5,9.3,-5.6,0.0,-2.8,0.1
COc1ccc(N2CCN(c3ncnc4c3cnn4-c3ccc(C)cc3C)CC2)cc1,47.4,-23.4,-13.3,76.6*,-4.4,1.3,7.8,-0.3,-2.3,-0.2
CC(C)C(NC(=O)c1ccc(C(C)(C)C)cc1)C(=O)Nc1cccc(S(N)(=O)=O)c1 (stereo unspecified),-6.6,19.5,-2.3,12.8,11.3,2.0,16.1,-1.2,-1.7,-0.6
N/C(=N\OC(=O)c1ccc(Cl)cc1Cl)c1cccnc1,19.1,-70.5,-101.1,47.7,8.5,7.3,16.8,7.2,7.6,1.1
CCC(C)(C)NC(=O)C(c1ccccc1Cl)N(C(=O)CCC(=O)Nc1cc(C)on1)C(C)(C)C (stereo unspecified),6.6,2.6,-8.7,4.6,0.2,-4.7,33.4,-4.4,-0.7,-0.2
OC(CN1CCCC(C(F)(F)F)C1)c1ccccc1 (stereo unspecified),3.4,19.8,-2.8,-3.8,-7.4,0.0,12.6,0.3,0.5,-0.2
CCN(CC)S(=O)(=O)c1cccc(C(=O)NCCCn2ccnc2)c1,-1.6,8.2,-2.3,-22.3,3.5,-10.2,13.4,1.3,3.6,-0.6
Cc1ccc(-c2cnc(NC(=O)c3cccc(Br)c3)s2)c(C)c1,1.8,7.3,-8.4,41.8,1.5,-5.1,43.4,-4.0,18.5,-0.1
# (listing goes on)
SMILES,HSF1 inh,aSyn UTR inh,KLF5 inhibitor,HSF1 activator,Platelet DG rel,IEC-6 tox,AI-2 QS modul,HSP90 inh,SKKanGAS inh,HIF activator
COc1cc(NC(=O)C(C)Oc2ccccc2)c(OC)cc1NC(=O)c1ccccc1 (stereo unspecified),4.4,17.6,-8.9,-6.3,2.8,9.1,13.9,-2.3,13.2,-13.1
Cc1ccc(S(=O)(=O)N2CCN(C(=O)C3CCCO3)CC2)cc1C (stereo unspecified),6.1,-13.3,-19.0,-5.6,-9.6,0.5,11.7,-0.9,-4.9,1.4
Cc1ccc(S(=O)(=O)NC(CC(=O)O)c2ccc(F)cc2)cc1 (stereo unspecified),-2.8,-18.4,-13.7,-0.8,1.0,0.1,31.7,-2.8,-0.8,-1.4
CN(C)S(=O)(=O)c1ccc2c(c1)nc(CCC(=O)NCc1ccc(Cl)cc1)n2C,14.5,4.7,-8.4,11.9,-0.8,-2.3,31.6,2.8,-3.2,0.3
CCOc1c(Cl)cc(/C=N/NC(N)=S)cc1OC,-8.3,38.2,-7.2,-34.4,-3.0,3.4,-9.2,3.6,-7.4,-0.2
O=C(Nc1ccc(C(=O)O)cc1)Nc1ccc(F)cc1F,-4.3,3.0,-10.8,1.3,33.1,-2.1,12.7,4.8,7.1,-0.3
COc1cccc(NC(=O)c2ccc3c(c2)N(CC(=O)N2CCCCC2)C(=O)C(C)(C)O3)c1,-3.2,-21.3,-26.5,-6.6,5.2,-14.5,19.8,-0.8,0.8,0.2
COc1ccccc1N(C)S(=O)(=O)c1ccc(C(=O)NC2CCCCCC2)cc1,-9.1,8.2,-0.5,10.2,-7.9,3.2,25.0,1.6,-11.1,-3.0
CCOc1ccc(N(CC)C(=O)CCNC(=O)Cn2ccc3ccccc3c2=O)cc1,-2.9,20.6,-27.4,16.1,-0.6,-4.9,-46.6,-0.7,1.2,-0.4
